AmpC no deterg: inhibitors of E. coli AmpC beta-lactamase without detergent; AmpC nitrocefin hydrolysis, absorbance 480 nm, 0.0001% Triton; Potency, µM (titrated, usually from 57.1 µM), without a hit: at the top dose activity change, negative = inhibition, usual class: inhibitors; AID 485341; 330,000 tested, 0.52% active;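 also: potency is read from the fitted curve at half-maximal effect; plate controls were no compound for no effect and no enzyme for full effect; nearly all actives have a fitted effect of over 20% in size; some results filed as inactive show a strong effect at the top dose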
Target sequence (P00811 whole entry, looked up): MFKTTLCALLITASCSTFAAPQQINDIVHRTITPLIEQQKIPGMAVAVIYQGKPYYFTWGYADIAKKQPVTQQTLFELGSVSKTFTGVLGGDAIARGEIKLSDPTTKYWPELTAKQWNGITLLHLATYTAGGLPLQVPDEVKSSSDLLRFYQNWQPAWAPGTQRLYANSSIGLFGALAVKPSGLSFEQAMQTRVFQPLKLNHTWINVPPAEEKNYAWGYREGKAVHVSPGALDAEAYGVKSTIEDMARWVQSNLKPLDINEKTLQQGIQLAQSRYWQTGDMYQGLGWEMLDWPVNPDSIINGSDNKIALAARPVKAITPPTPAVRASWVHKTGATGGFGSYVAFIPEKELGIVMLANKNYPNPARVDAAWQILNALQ
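AmpC (5.3 nM in the dispensed reagent) in 20 mM phosphate pH 7.0 with 0.01% (detergent screen) or 0.0001% Triton X-100 was preincubated with compounds for 15 min at room temperature. Nitrocefin was then added from an 800 uM solution, and hydrolysis was followed at 480 nm.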
AmpC detergent: AmpC beta-lactamase inhibition with detergent present. P00811. AID 485294. 370,000 tested, 0.041% active. Potency, µM (top dose mostly 114 µM), for the others: at the highest dose activity change, negative = inhibition, hits mostly inhibitors. AmpC hydrolysis of nitrocefin, absorbance 480 nm, 0.01% Triton;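 also: potency is read from the fitted curve at half-maximal effect; 0% = no-compound wells and -100% = no-enzyme wells; nearly all actives have a fitted effect of over 25% in size; some results filed as inactive show a strong effect at the top dose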
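20 mM phosphate pH 7.0 + 0.01% (detergent screen) or 0.0001% Triton X-100; 5.3 nM AmpC reagent; cpd preinc 15 min RT; nitrocefin (800 uM stock) to start; A480 q20 s × 4 min; Activity was normalised to no-enzyme and no-compound control wells.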
AMA1-RON2 inh: inhibitors of Plasmodium falciparum AMA1-RON2 interaction; AlphaScreen AMA1-biotinylated RON2 peptide binding; Potency, µM (titrated, usually from 58.2 µM), inactives show top-dose activity change, negative = inhibition, hits mostly inhibitors; 360,000 tested, 0.2% active;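 also: potency is read from the fitted curve at half-maximal effect; 0% = vehicle wells and -100% = peptide control; nearly all actives have a fitted effect of over 45% in size; some results filed as inactive show a strong effect at the top dose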
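AMA1 (3D7) with his tag at 25 nM final met compounds first, then biotinylated RON2 peptide at 25 nM; detection used donor plus acceptor beads, 10 µg/mL apiece, read by AlphaScreen after 30 min at room temperature.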
Giardia FBPA inh: inhibitors of Giardia lamblia fructose-1,6-bisphosphate aldolase | purified Giardia FBPA | Potency, µM (top dose mostly 59.6 µM), without a hit: at the top dose activity, negative = inhibition, hits mostly inhibitors | 290,000 tested, 0.71% active | AID 2451; also: potency is read from the fitted curve at half-maximal effect; nearly all actives have a fitted effect of over 55% in size
Target sequence (A8B2U2 whole entry, looked up): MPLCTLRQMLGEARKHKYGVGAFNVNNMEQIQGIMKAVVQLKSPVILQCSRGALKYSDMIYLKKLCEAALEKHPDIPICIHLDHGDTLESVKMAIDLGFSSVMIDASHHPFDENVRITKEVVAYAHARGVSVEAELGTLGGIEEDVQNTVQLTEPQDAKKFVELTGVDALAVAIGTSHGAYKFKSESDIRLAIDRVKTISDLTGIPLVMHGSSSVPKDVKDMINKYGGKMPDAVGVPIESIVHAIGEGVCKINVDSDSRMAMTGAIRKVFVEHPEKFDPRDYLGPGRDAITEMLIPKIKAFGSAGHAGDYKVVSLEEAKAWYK
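40 nM FBPA preincubated 10 min at RT with compound (up to 57.5 uM final), then substrate plus GAPDH/TPI/NAD/arsenate coupling and diaphorase/resazurin added. Fluorescence read after 20 min at RT, 525/598 nm.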
HCMV inh: blocks human cytomegalovirus replication. HFF cells, HCMV-luciferase reporter, 72 h; hits give low values. activity change, negative = inhibition, % at 57.5 µM. 410,000 tested, 4.5% active; in the data active = activity change below about -60%; inconclusive = no clear call, values can overlap the other calls; inactive = above about -39%
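Two-dose cell screen: HFF monolayers treated with compounds and infected with luciferase-expressing HCMV at 1 PFU/cell, 72 h at 37C, then lysed for luciferase measurement.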
Sm TGR block: inhibitors of Schistosoma mansoni thioredoxin glutathione reductase; purified TGR, DTNB reduction, TNB absorbance 405 nm; 360,000 tested, 3% active; Potency, µM (doses to about 114 µM), inactives show top-dose activity change, negative = inhibition, hits mostly inhibitors; Q962Y6; also: potency is read from the fitted curve at half-maximal effect; nearly all actives have a fitted effect of over 60% in size
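Kinetic colorimetric format: TGR-catalysed, NADPH-driven DTNB reduction monitored via TNB absorbance. Enzyme dispensed at 20 nM; compound exposure 15 min at room temperature before reaction start.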
* = called active by the depositor; ? = inconclusive; . = not tested or not shown; & = joins results of further samples; [ ] = dose if it differs, or a comment. Unless noted, calls follow the shape of the dose curve; as a rule, active = well fitted curve in the direction sought with a large enough effect; inconclusive = small, poorly fitted or top-dose-only effect, or another doubt; inactive = no such curve, though single readings can be large; an effect the other way counts as inactive or inconclusive. Unless noted, % is scaled to controls: 0 for no effect and ±100 for the full control effect. An unsorted share of the library; overall some 7.8% were active at least once.

no.	molecule	AmpC detergent	Sm TGR block	AmpC no deterg	AMA1-RON2 inh	Giardia FBPA inh	HCMV inh
1	Cc1ccc(SCC(=O)NCc2ccc(F)cc2)cc1	6%	4%	-16%	5%	4%	4
2	CC1=C(C(=O)Nc2ccc(Cl)cc2)C(c2ccco2)NC(=O)N1 (stereo not drawn)	-4%	4%	-1%	5%	15%	85
3	CCOCCCNC(=O)C1CCN(S(=O)(=O)CC)CC1	2%	1%	-9%	-1%	0%	-14
4	C=CCn1cccc(C(=O)Nc2cc(OC)cc(OC)c2)c1=O	?	-1%	2%	6%	0%	-19
5	O=C(c1ccco1)N1CCN(CC(O)COc2ccc3oc4ccccc4c3c2)CC1 (stereo not drawn)	?	1%	174%[activator]	-14%	-13%	?
6	COC1(c2cc(-c3ccccc3)nc(N)n2)CCCCC1	?	11%[11.4 µM]	3%	8%	-1%	64
7	Cc1cc(C)c(S(=O)(=O)NCc2csc(-c3ccccc3)n2)c(C)c1	17%	4%	.	.	.	?
8	CCCCn1c(N)c(N(CC(C)C)C(=O)c2cc(C)nc3ccccc23)c(=O)[nH]c1=O	0%	-7%	-2%	-20%	.	-24
9	CC1(C)CC(=O)C(C=Nc2ccc3[nH]ncc3c2)=C(O)C1	-6%	-1%	-22%	8%	?	-30
10	S=c1[nH]nc(Cc2c[nH]c3ccccc23)o1	0%	-14%	?	9%	14%	9
11	Cc1cccc(N(C(=O)c2snc(C(N)=O)c2N)C(C(=O)NCC2CCCO2)c2ccc3ncccc3c2)c1 (stereo not drawn)	4%	0%	136%[activator]	-19%	0%	11
12	CC1CCN(C(=O)C2CCN(S(=O)(=O)c3ccc(-n4cnnn4)cc3)CC2)CC1	-4%	7%	-9%	11%	-6%	-23
13	C=CCNC(=O)NC(=O)Cn1c(=O)c2c(ncn2CC)n(Cc2ccccc2)c1=O	7%	0%	14%	0%	-8%	17
14	C#CCNC(=O)C1=C[C@H](c2coc3ccccc3c2=O)[C@@H](CCCO)[C@H](OCC)O1	6%	-3%	19%	8%	2%	0
15	CC(=O)NC1C(Oc2ccc(C)cc2)OC2COC(c3ccco3)OC2C1O (stereo not drawn)	-1%	5%	-15%	3%	7%	?
16	Cc1nc2ccccc2c(=O)n1CCCN1CCOCC1	0%	3%	-13%	1%	0%	24
17	COc1ccccc1OCCOc1ccc(/C=C2\C(=N)N3N=C(S(C)(=O)=O)SC3=NC2=O)cc1	-6%	0%	-34%	16%	7%	23
18	CCCCCn1c(CN2CCN(C(=O)c3ccco3)CC2)nc2c1c(=O)n(C)c(=O)n2C	5%	-41%	108%[activator]	4%	-6%	33
19	COc1ccc(/C=N/NC(=O)c2ccc(NC(=O)c3ccccc3Br)cc2)cc1	-13%	-1%	?	-11%[2.32 µM]	7%	-91*
20	CCOC(=O)C1=C(NC(=S)NC(=O)c2ccccc2)c2ccccc2CC1C(C)C (stereo not drawn)	1%	-3%	-28%	52%[activator]	-12%	-77*

More records
no.	molecule	AmpC detergent	Sm TGR block	AmpC no deterg	AMA1-RON2 inh	Giardia FBPA inh	HCMV inh
21	CCC(CO)Oc1cc(NC(=O)c2cccc(OC)c2)c2ncn(C(C)C)c2c1 (stereo not drawn)	.	.	7%	-5%	.	-8
22	COC(=O)[C@H](CCSC)NC(=O)Nc1ccc(OC)c(Cl)c1	1%	-3%	-5%	3%	4%	-19
23	O=C(Nc1ccc(OC(F)F)c(Cl)c1)c1ccccn1	?	-8%	-11%	20%	-9%	100
24	COc1ccccc1-c1ccc(=O)n(CC(=O)NCc2ccco2)n1	-14%	-32%	3%	4%	1%	8
25	CCN1CCN(C(c2ccc(OC)cc2)C(O)C(=O)c2c[nH]c3ccccc23)CC1 (stereo not drawn)	-18%	-16%	-21%	6%	1%	.
26	CCOCCCNC(=O)/C=C1\Sc2ccccc2N(Cc2ccccc2F)C1=O	?	-14%	85%[activator]	-7%	1%	10
27	O=C(NC1CCCCC1)C(c1cccnc1)N(C(=O)CCl)c1cccc(Cl)c1 (stereo not drawn)	1%	4µM*	153%[activator]	9%	0%	-104*
28	Cc1cc(SCC(=O)N/N=C/c2ccc(O)cc2O)c(C)cc1Br	2%	-9%	-37%	81%[activator]	-6%	-83*
29	Cc1ccc(NC(=O)C2CC(=O)NC(N3CCCCC3)=N2)cc1Cl (stereo not drawn)	-7%	6%	-26%	2%	0%	20
30	COc1ccc(-c2nc(CNS(=O)(=O)c3ccccc3)cs2)cc1	15%	11%	.	.	.	?
31	COc1ccc(N(CC(=O)NCc2ccco2)S(C)(=O)=O)cc1OC	-14%	-9%	-8%	0%	2%	-16
32	Cn1c(=O)c2c(SCCN3CCOCC3)nc(C3CCCC3)nc2n(C)c1=O	?	5%	-17%	-11%	10%	13
33	CN(C(=O)CSc1nnc(-c2ccco2)o1)C1CCCCC1	-13%	1%	-15%	1%	5%	5
34	O=C(NCC1CCCO1)c1nn2c(C(F)(F)F)cc(-c3cc(Br)cs3)nc2c1Br (stereo not drawn)	-10%	-10%	-21%	-9%	.	?
35	Cc1ccc(C(=O)N/N=C/c2ccc([N+](=O)[O-])s2)cc1	-16%	-11%	-40%	-24%	.	-24
36	COc1ccc(NC(=O)COC(=O)c2c(F)cccc2Cl)cc1OC	2%	-1%	-7%	.	1%	-11
37	COCCCNC(=O)c1cnc2sc(N3CCCCCC3)nn2c1=O	19%	42%[activator]	.	.	.	18
38	COc1ccc(NS(=O)(=O)c2cccc(C(=O)N/N=C(\C)c3cccnc3)c2)cc1	-10%	-3%	16%	3%	.	-8
39	CCOC(=O)c1cc(-c2ccccc2)n(CC(=O)Nc2ccc(CC)cc2)c1C	-7%	9%	.	.	.	45
40	Cc1ccc2c(c1)C1CN(C)CCC1N2C(=O)c1ccccc1NS(=O)(=O)c1ccc(F)cc1 (stereo not drawn)	-6%	-2%	83%[activator]	-16%	-1%	25

Next compounds.
no.	molecule	AmpC detergent	Sm TGR block	AmpC no deterg	AMA1-RON2 inh	Giardia FBPA inh	HCMV inh
41	CC(C)(C)c1ccc(C(=O)NCC(=O)O)cc1	1%	20%	-9%	-9%	-1%	7
42	O=C(CSc1nccn1-c1ncc(C(F)(F)F)cc1Cl)c1ccc(Br)cc1	?	4%	-21%	1%	-14%	.
43	Cc1ccc(C)c(NC(=O)CN(C)C(=O)c2ccc(-n3cncn3)c([N+](=O)[O-])c2)c1	-1%	3%	-13%	12%	.	-9
44	Cc1ccccc1NNC(=O)C(=O)NNc1ccccc1C	8%	-23%	-18%	?	16µM*	49
45	COc1ccc(OC)c(C(=O)COC(=O)c2ccc(C)o2)c1	-1%	-20%	-12%	1%	-13%	-26
46	COc1ccc(C(=O)Nc2ccc(-c3nnn(CC(=O)N4CCN(C(=O)c5ccco5)CC4)n3)cc2)cc1	-14%	.	80%[activator]	?	-8%	34
47	Cc1[nH]c2c(C)cccc2c(=O)c1CN1CCCCCC1	-1%	-6%	-9%	-2%	-21%	-22
48	Cc1c(Cl)cccc1N1CCn2c1nc1c2c(=O)n(CC(=O)O)c(=O)n1C	0%	10%	.	.	.	-15
49	CCOc1ccc(N2C(=O)C3C4C=CC(CC4)C3C2=O)c([N+](=O)[O-])c1 (stereo not drawn)	-11%	50µM*	-8%	3%	0%	-12
50	CCCOc1ccc(C2C(C(=O)c3cc4ccccc4o3)=C(O)C(=O)N2c2cc(C)on2)cc1OC (stereo not drawn)	-2%	2%	-22%	79%[activator]	.	-32
51	CN(C)/C=N/C(=S)Nc1ccc(Cl)cc1Cl	-4%	.	-14%	8%	-6%	-9
52	CCc1nn(-c2cc(Oc3cccc4ccccc34)nc(-c3ccccc3)n2)c(N)c1C#N	0%	-14%	-7%	-16%	1%	-68*
53	COC(=O)c1cccc(NC(=O)CSc2nnc(C)n2C)c1	-1%	-5%	-13%	0%	0%	-25
54	O=C(Cn1nc(-c2ccc(Cl)cc2)c2ccccc2c1=O)Nc1cccnc1	1%	-8%	112%[activator]	8%	1%	-11
55	CN(C)c1nc(NC(C)(C)C)nc(SCC(=O)Nc2ccccc2)n1	2%	-29%	-2%	-8%	-11%	-37
56	S=c1[nH]nc(-c2cc(-c3ccccc3)n[nH]2)n1/N=C/c1cccc(Cl)c1	3%	-14%	?	38%[activator]	-9%	-19
57	CC1Cc2cc(/C(O)=C3/C(=O)C(=O)N(CCCn4ccnc4)C3c3ccc(Br)cc3)ccc2O1 (stereo not drawn)	-3%	-17%	5%	12%	-8%	-25
58	CCCN(C(=O)CSc1nnnn1-c1ccccc1OC)C1CCS(=O)(=O)C1 (stereo not drawn)	-2%	8%	14%	-9%	-1%	1
59	O=C(O)Cc1sc(NC2CCCCC2)nc1-c1ccc(Cl)cc1	-6%	?	-34%	-2%	7%	35
60	COc1ccc(S(=O)(=O)c2c(O)c3ccc(C(=O)Nc4ccccc4)cc3[nH]c2=O)cc1	-4%&4%	2%&4%	-26%	5%	7%	-33&23

Some of these compounds in order of number of heavy atoms, rising:
no.	molecule	AmpC detergent	Sm TGR block	AmpC no deterg	AMA1-RON2 inh	Giardia FBPA inh	HCMV inh
51	CN(C)/C=N/C(=S)Nc1ccc(Cl)cc1Cl	-4%	.	-14%	8%	-6%	-9
59	O=C(O)Cc1sc(NC2CCCCC2)nc1-c1ccc(Cl)cc1	-6%	?	-34%	-2%	7%	35
42	O=C(CSc1nccn1-c1ncc(C(F)(F)F)cc1Cl)c1ccc(Br)cc1	?	4%	-21%	1%	-14%	.
57	CC1Cc2cc(/C(O)=C3/C(=O)C(=O)N(CCCn4ccnc4)C3c3ccc(Br)cc3)ccc2O1 (stereo not drawn)	-3%	-17%	5%	12%	-8%	-25
46	COc1ccc(C(=O)Nc2ccc(-c3nnn(CC(=O)N4CCN(C(=O)c5ccco5)CC4)n3)cc2)cc1	-14%	.	80%[activator]	?	-8%	34

Next part
no.	molecule	AmpC detergent	Sm TGR block	AmpC no deterg	AMA1-RON2 inh	Giardia FBPA inh	HCMV inh
61	Cc1ccc(NC(=O)CN(C)C(=O)COC(=O)C2=COCCO2)cc1	?	-1%	-8%	11%	.	-14
62	COc1ccc(Cl)cc1NC(=O)CCN1CCN(c2ccccc2C)CC1	-2%	2%	-38%	6%	2%	72
63	CC(C)c1ccc(Nc2cnn(C34CC5CC(CC(CC(=O)O)(C5)C3)C4)c(=O)c2Cl)cc1	?	-19%	-31%	0%	-1%	-28
64	CNC(=O)c1c(C)noc1C	-9%	-6%	-8%	-5%	1%	-23
65	O=C(c1cccc(S(=O)(=O)N2CCN(c3ccccc3)CC2)c1)N1CCCCCCC1	-7%	0%	43%	-2%	.	-23
66	CCOC(=O)Nc1cccc(NC(=O)c2cc(OC)cc(OC)c2)c1	-9%	-1%	-29%	-9%	-2%	26
67	Cc1ccc(-n2c(C)c(C)c3c(NCCN(C)C)ncnc32)cc1	1%	-3%	27%	-9%	15%	14
68	O=C1CC(c2ccco2)CC(O)=C1C=NCC1NCCc2ccccc21 (stereo not drawn)	?	?	-26%	-28%	-13%	54
69	COc1ccc2cc(CN(Cc3cccs3)Cc3nnnn3Cc3ccccc3)c(=O)[nH]c2c1	?	3%	20%	-13%	-5%	-99*
70	CCOc1ccc(-c2nc3n(c(=O)c2C#N)CCCS3)cc1	-10%	0%	-15%	-2%	10%	-91*

Source: PubChem BioAssay
